Screening data (PubChem BioAssay)
p53 reactivation: qHTS assay for re-activators of p53 using a Luc reporter | H1299 p53-A138V BP100-luciferase reporter, luminescence, 24 h | Potency, µM (titrated, usually from 92.2 µM), without a hit: top-dose activity change, positive = activation, hits mostly activators | 0.063% of 320,000 active | AID 504706, 2011; also: potency is read from the fitted curve at half-maximal effect; % of control where 0% means no effect; nearly all actives have a fitted effect of over 45% in size
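p53-null H1299 cells stably carrying temperature-sensitive p53-A138V and a BP100-luciferase reporter were pinned with compounds (4-point, 1:5 series) and held 24 hrs at 37 deg C. Luminescence was read 10 min after detection reagent.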
ELG1 repair inh: qHTS screen for small molecules that inhibit ELG1-dependent DNA repair in human embryonic kidney (HEK293T) cells expressing luciferase-tagged ELG1 | HEK293T ELG1-luciferase reporter, luminescence, 16 h; DNA damage induced by 5-fluorouridine | Potency, µM (doses to about 46.1 µM), inactives show at the top dose activity change, negative = inhibition, actives largely listed as inhibitors | AID 504467, 2011 | 2.3% of 330,000 active; also: potency is read from the fitted curve at half-maximal effect; % is scaled to controls: 0 for no effect and ±100 for the full control effect; nearly all actives have a fitted effect of over 55% in size
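DMSO vehicle served as the neutral condition. Each well held 2,000 cells given 5-fluorouridine plus compound; after 16 hr at 37 °C/5% CO2, ONE-Glo was added and luciferase measured 30 min later.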
NPC1 prom act: qHTS Assay for NPC1 Promoter Activators; Huh7 NPC1 promoter luciferase reporter, 24 h; Potency, µM (titrated, usually from 9.22 µM), without a hit: top-dose activation, usual class: activators; 2.4% of 320,000 active;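 also: potency is read from the fitted curve at half-maximal effect; % of control where 0% means no effect; nearly all actives have a fitted effect of over 60% in size; reporter is driven by a mutant NPC1 promoter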
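Luciferase expression driven by the NPC1 promoter was measured in stably transfected Huh7 cells after a 24 h compound incubation, using a luciferase reagent and a luminescence read.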
Tb PFK block: qHTS Assay to Find Inhibitors of T. brucei phosphofructokinase | T. brucei PFK, ADP-Glo luminescence | Potency, µM (titrated, usually from 57.5 µM), without a hit: top-dose activity, negative = inhibition, usual class: inhibitors | 0.17% of 330,000 active | ATP-dependent 6-phosphofructokinase (Trypanosoma brucei brucei), O15648;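 also: potency is read from the fitted curve at half-maximal effect; 0% = uninhibited 1x PFK enzyme wells and -100% = no-enzyme wells; nearly all actives have a fitted effect of over 60% in size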
Target sequence (O15648 whole entry, looked up): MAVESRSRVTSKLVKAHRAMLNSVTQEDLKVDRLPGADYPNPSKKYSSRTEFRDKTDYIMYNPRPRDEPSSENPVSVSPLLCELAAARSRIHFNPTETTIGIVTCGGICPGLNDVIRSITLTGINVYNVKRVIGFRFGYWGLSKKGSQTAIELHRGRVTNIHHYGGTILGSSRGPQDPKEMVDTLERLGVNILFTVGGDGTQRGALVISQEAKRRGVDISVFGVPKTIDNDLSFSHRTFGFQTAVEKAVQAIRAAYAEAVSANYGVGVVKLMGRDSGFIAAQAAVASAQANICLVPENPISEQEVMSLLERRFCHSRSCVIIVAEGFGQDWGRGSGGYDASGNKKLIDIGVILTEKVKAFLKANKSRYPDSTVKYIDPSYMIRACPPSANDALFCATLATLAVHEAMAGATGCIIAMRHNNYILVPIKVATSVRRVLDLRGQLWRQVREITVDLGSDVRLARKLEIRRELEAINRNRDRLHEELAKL
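Compounds were pin-transferred as a titration series up to 57 uM into substrate buffer (0.5 mM F6P, 0.1 mM ATP, pH 8.0), then 1.25 nM PFK was added and reactions ran 45 min before ADP-Glo detection.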
Gal4-VP16 FLuc: VP16 counterscreen qHTS for inhibitors of ROR gamma transcriptional activity | Drosophila S2 Gal4-VP16 UAS-luciferase, luminescence, 20 h | Potency, µM (doses to about 53.6 µM), inactives show at the top dose activity, negative = inhibition, usual class: inhibitors | 3.5% of 310,000 active | AID 2546, 2010;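 also: Gal4-VP16 expression switched on by copper sulfate through the metallothionein promoter; potency is read from the fitted curve at half-maximal effect; % is scaled to controls: 0 for no effect and ±100 for the full control effect; nearly all actives have a fitted effect of over 50% in size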
FLuc modulator: qHTS profiling assay for firefly luciferase inhibitor/activator using purifed enzyme and Km concentrations of substrates (counterscreen for miR-21 project) | 6.9% of 360,000 active | Potency, µM (top dose mostly 57.5 µM), inactives show at the highest dose activity change, negative = inhibition, most hits filed as inhibitors | purified FLuc, Km substrates, luminescence inhibition | Luciferin 4-monooxygenase (Photinus pyralis), P08659;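 also: potency is read from the fitted curve at half-maximal effect; plate controls were vehicle for no effect and reference inhibitor for full effect; nearly all actives have a fitted effect of over 55% in size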
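Purified P. pyralis luciferase, 10 nM final, with Km-level 10 uM D-luciferin and 10 uM ATP in 50 mM Tris acetate pH 7.5, 10 mM Mg acetate, 0.01% Tween-20, 0.05% BSA; 6-point qHTS titration about 60 µM downward; luminescence read.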
BRCA1 expr act: qHTS Assay to Identify Small Molecule Activators of BRCA1 Expression | MCF7-BRCA1-FFLuc reporter, luminescence, 48 h; response scale: scaled: vehicle 0%, 10 µM genistein 100% | Potency, µM (top dose mostly 46.1 µM), without a hit: top-dose activation, hits mostly activators | 1.1% of 380,000 active; also: potency is read from the fitted curve at half-maximal effect; nearly all actives have a fitted effect of over 80% in size; some results filed as inactive show a strong effect at the top dose
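Activators of BRCA1 expression were detected as increased firefly luciferase luminescence in engineered MCF7 cells after 48 h compound incubation. Signals were scaled to genistein 10 microM as full activation.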
ELG1 genotoxic: qHTS screen for small molecules that induce genotoxicity in human embryonic kidney (HEK293T) cells expressing luciferase-tagged ELG1. HEK293T ELG1-luciferase reporter, luminescence, 16 h. Potency, µM (doses to about 46 µM), without a hit: at the highest dose activity change, positive = activation, usual class: activators. 1.3% of 330,000 active. AID 504466, 2011; also: potency is read from the fitted curve at half-maximal effect; % of control where 0% means no effect; nearly all actives have a fitted effect of over 60% in size
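Genotoxicity was scored as increased ELG1-luciferase reporter signal, measured by ONE-Glo luminescence (30 min, room temperature). Compound or vehicle exposure of the HEK293T reporter cells lasted 16 hr at 37°C.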
RORgamma inh: qHTS for inhibitors of ROR gamma transcriptional activity; 5.4% of 310,000 active; Potency, µM (doses to about 53.6 µM), for the others: at the top dose activity change, negative = inhibition, most hits filed as inhibitors; Drosophila S2 Gal4-RORgamma UAS-luciferase reporter, 20 h; Nuclear receptor ROR-gamma (Mus musculus), P51450; AID 2551, 2010; also: potency is read from the fitted curve at half-maximal effect; % is scaled to controls: 0 for no effect and ±100 for the full control effect; nearly all actives have a fitted effect of over 60% in size
Target sequence (P51450 whole entry, looked up, the tested form may be a part): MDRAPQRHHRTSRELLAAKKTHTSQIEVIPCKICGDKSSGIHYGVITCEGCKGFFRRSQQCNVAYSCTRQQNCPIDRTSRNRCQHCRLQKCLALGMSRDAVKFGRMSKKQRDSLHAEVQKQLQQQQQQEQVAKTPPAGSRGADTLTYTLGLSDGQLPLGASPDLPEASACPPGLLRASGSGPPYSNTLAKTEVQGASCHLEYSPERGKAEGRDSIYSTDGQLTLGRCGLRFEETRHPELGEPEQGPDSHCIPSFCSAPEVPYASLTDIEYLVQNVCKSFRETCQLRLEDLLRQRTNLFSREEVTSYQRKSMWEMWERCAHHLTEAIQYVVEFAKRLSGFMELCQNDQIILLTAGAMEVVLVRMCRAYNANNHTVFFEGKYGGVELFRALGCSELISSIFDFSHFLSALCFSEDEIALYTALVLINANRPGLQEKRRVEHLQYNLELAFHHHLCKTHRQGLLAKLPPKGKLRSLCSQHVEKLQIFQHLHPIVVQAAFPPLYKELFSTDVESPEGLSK
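Compounds are pin-transferred onto Drosophila Schneider cells expressing a copper-inducible Gal4–ROR gamma transactivation domain fusion. After 1 hr, copper sulfate is added to 700 uM final; luciferase is read 20 hr later.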
TRPV1 agonist: HTS Assay for Compounds that Act as Agonists of the Vanilloid Receptor 1; Transient receptor potential cation channel subfamily V member 1 (Homo sapiens), Q8NER1; TRPV1-expressing cells, Fluo-8 calcium influx, agonist mode; activation, % at 8.33 µM; 0.19% of 320,000 active; AID 540275, 2011; in the data active = activation above about 80%; inconclusive = between about 30% and that limit; also: 0% is about no effect
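Cells expressing TRPV1 were dye-loaded with Fluo-8 and read kinetically: 10 s baseline, 3 min after compound (agonist portion), then 2 min after EC20 capsaicin (allosteric enhancer portion). Calcium-bound dye fluorescence at 480/520 nm.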
Rab9 prom act: qHTS Assay for Rab9 Promoter Activators | Huh7 Rab9 promoter-luciferase reporter, luminescence, 24 h | Potency, µM (highest dose often 9.22 µM), without a hit: at the top dose activation, negative = inhibition, hits mostly activators | 2.8% of 320,000 active | AID 485297, 2010; also: potency is read from the fitted curve at half-maximal effect; % of control where 0% means no effect; nearly all actives have a fitted effect of over 60% in size
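Using Huh7 cells stably transfected with Rab9 promoter–luciferase, compounds were incubated 24 h at 37 °C, 5% CO2; luciferase luminescence was read 10 min after reagent addition.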
The depositor's hits bear a star; ? = inconclusive; nt = no result given; [ ] = dose if it differs, or a comment. Unless noted, calls follow the shape of the dose curve; as a rule, active = well fitted curve in the direction sought with a large enough effect; inconclusive = small, poorly fitted or top-dose-only effect, or another doubt; inactive = no such curve, though single readings can be large; an effect the other way counts as inactive or inconclusive.

nr	compound	p53 reactivation	ELG1 repair inh	NPC1 prom act	Tb PFK block	Gal4-VP16 FLuc	FLuc modulator	BRCA1 expr act	ELG1 genotoxic	RORgamma inh	TRPV1 agonist	Rab9 prom act
1	Cc1cc(C)c(NC(=O)COC(=O)C2CCCCC2)c(C)c1	5.6%	-0.2%	-3.4%	-0.4%	nt	7.9%	2.2%	1.5%	nt	-1.2	-0.1%
2	Cc1cc(C)c(C(N)=O)c(Nc2ccc3c(c2)OCCO3)n1	-7.7%	-2.4%	1.7%	0.0%	-9.8%	2.9%	-1.9%	0.0%	?	-1.8	0.5%
3	COC(C(=O)Nc1ccnn1C1CCN(C(=O)c2ccc(C=O)cc2)CC1)c1ccccc1 (stereo not given)	6.5%	?	-3.1%	-14.4%	-2.6%	-1.8%	19.6%	4.7%	9.4%	-8.5	-4.4%
4	CCN(CC)CCCN(C(=O)Cn1nnc(-c2ccc(OC)c(OC)c2)n1)C(C(=O)NC(C)(C)C)c1ccc(F)cc1 (stereo not given)	-4.1%	0.0%	-6.1%	0.6%	-10.6%	0.5%	-7.9%	-3.1%	4.7%	1.7	-11.4%
5	OCCN(CCO)c1ccc(C(c2ccc(Cl)cc2)c2ccc(N(CCO)CCO)cc2Cl)c(Cl)c1	-25.0%	-0.1%	-0.3%	0.4%	?	4.6%	-47.1%	-2.4%	26.5%	25.6	4.1%
6	Cc1ccc(S(=O)(=O)N2CCC(C(=O)OC(C)C(=O)N(C)c3ccccc3)CC2)cc1C (stereo not given)	-3.4%	?	-1.1%	3.4%	nt	2.9%	-7.6%	-3.1%	nt	9.6	-2.0%
7	C=C(C)C(=O)Nc1ccc(OC(F)(F)C(F)F)c(NC(=O)C(=C)C)c1	-1.3%	-18.8%	-2.2%	?	5.5%	2.3%	19.6%	1.3%	?	25.4	5.9%
8	COc1ccc(Cl)cc1N1CC(c2nc3ccccc3[nH]2)CC1=O (stereo not given)	-4.7%	?	-5.3%	4.6%	-2.3%	-3.3%	-2.7%	-4.8%	-22.8%	4.0	-3.5%
9	CCC(C)NS(=O)(=O)c1ccc(OCC(=O)N2CCC(C)CC2)cc1 (stereo not given)	-11.0%	-7.3%	-6.1%	1.7%	-17.4%	8.8%	-29.1%	-1.7%	15.7%	1.0	1.1%
10	O=C(NNS(=O)(=O)c1ccccc1Cl)c1nn(-c2ccc(F)cc2)ccc1=O	-1.7%	-4.5%	-6.8%	0.5%	4.6%	-0.1%	-15.2%	-0.8%	-1.6%	-1.1	-4.2%
11	CCOC(=O)c1c(NC(=O)Cn2nc(C(=O)O)c3ccccc3c2=O)sc2c1CCC(C)C2 (stereo not given)	-1.4%	3.5%	-0.6%	-4.8%	-1.3%	0.9%	15.5%	0.8%	8.6%	-0.7	-3.4%
12	C[n+]1cccc2cccc([O-])c21	-10.5%	?	-1.3%	?	1.9%	-3.1%	-10.5%	-2.8%	-13.0%	2.2	0.6%
13	Cc1ccc(C)c(NC(=O)C2CCCN2/C=C/C(=O)C(F)(F)F)c1 (stereo not given)	8.2%	7.7%	-0.1%	15.1%	0.3%	-0.9%	1.1%	0.2%	-3.8%	3.4	0.6%
14	CC(=O)c1cccc(OC(=O)c2cc(S(=O)(=O)N3CCOCC3)ccc2N2CCCC2)c1	-14.1%	9.2µM*	1.6%	-0.9%	nt	1.6%	-17.6%	3.7%	nt	0.3	-4.5%
15	O=C(Cc1ccccc1)N/N=C/c1cccnc1	-4.3%	9.5%	1.1%	-11.0%	4.0%	2.5%	1.6%	2.1%	-1.9%	-3.4	0.8%
16	Cc1nc2cc(S(=O)(=O)N(C)C)ccc2n1-c1ccccc1	1.5%	-2.8%	-3.0%	-1.6%	1.9%	-1.7%	-3.1%	0.1%	4.8%	11.4	-1.5%
17	CCOc1ccc(C(=O)Nc2ccc(S(=O)(=O)N3C[C@@H]4C[C@@H](C3)c3cccc(=O)n3C4)cc2)cc1	-15.6%	14.6%	0.3%	-3.5%	nt	3.0%	-4.2%	3.2%	nt	3.1	-2.9%
18	CC(C)CC(=O)NNC(=S)Nc1ccc(S(N)(=O)=O)cc1	-2.4%	9.9%	-2.5%	-24.4%	-3.0%[10 µM]	-19.4%	0.0%	-0.8%	17.8µM*	3.4	2.7%
19	Cn1nccc1-c1cc(Cl)cc(Cl)c1O	-2.1%	7.1%	-5.1%	-2.3%	31.6µM*	-5.4%	11.9%	-4.3%	?	-4.3	-6.2%
20	COC1C=CC(CNC(=O)c2cc3c(=O)n4cccc(C)c4nc3n2C)(OC)O1 (stereo not given)	-2.1%	-15.9%	-3.9%	-3.1%	-9.1%[10 µM]	-2.6%	15.2%	-12.9%	24.5%	-2.3	-2.5%
21	Cc1ccc(C(CNC(=O)Nc2cccc(C)c2)N2CCN(C)CC2)cc1 (stereo not given)	-11.7%	?	-0.7%	0.0%	6.1%	-3.0%	7.6%	0.5%	-13.0%	-2.6	5.0%
22	CC(=O)N1CCN(S(=O)(=O)c2ccc(S(=O)(=O)NC3CCCCC3)cc2)CC1	-5.1%	-2.5%	-4.9%	6.0%	1.2%	0.7%	-9.1%	5.2%	32.8%	0.2	0.3%
23	Cc1c(S(=O)(=O)N2CCN(C(c3ccccc3)c3ccccc3)CC2)c(=O)n(C)c(=O)n1C	-2.8%	-19.1%	0.3%	0.6%	3.3%	0.0%	-16.7%	10.9%	-4.7%	-0.1	0.1%
24	O=C(NCC(c1ccco1)N1CCc2ccccc2C1)C(=O)Nc1cc(F)ccc1F (stereo not given)	2.5%	-11.8%	5.5%	0.5%	nt	0.8%	-27.1%	8.8%	nt	0.1	-1.5%
25	CCCCC(OC(=O)CN1C(=O)COc2ccccc21)C(=O)NC1CCCCC1 (stereo not given)	-1.7%	-5.4%	-0.3%	2.8%	-0.5%	-1.4%	-9.2%	-7.8%	2.7%	?	2.3%
26	O=C(Nc1cccc(NC(=O)c2ccco2)c1)c1cnccn1	2.9%	?	2.9%	-3.7%	-6.7%	-19.7%	-4.1%	-4.3%	26.9%	4.3	3.4%
27	Cc1ccccc1S(=O)(=O)NC1OC(=O)C(Oc2ccccc2)=C1Br (stereo not given)	1.4%	4.6%	-5.2%	11.5%	11.0%	-12.0%	-27.3%	2.7%	-30.7%	0.9	1.2%
28	Clc1ccc2c(NCc3ccccn3)ncnc2c1	-5.7%	-13.2%	1.9%	1.1%	-7.3%	-5.5%	-41.5%	-1.5%	-30.8%	5.5	9.1%
29	Cc1ccc(SCC(=O)N2CCN(c3ccccn3)CC2)cc1	7.3%	?	15.8%	1.2%	1.6%	?	6.4%	14.2%	-0.6%	14.9	9.4%
30	Cc1cccc(C(=O)N(Cc2cccs2)C2CCS(=O)(=O)C2)c1 (stereo not given)	5.9%	-2.7%	0.4%	2.9%	-2.6%	-1.4%	-0.5%	-0.1%	-8.9%	-0.4	-1.5%
31	CC(=O)c1cccc(NC(=O)COc2ccc3oc(=O)cc(C)c3c2)c1	3.8%	?	-0.7%	1.6%	-4.4%	-0.2%	-5.6%	-2.1%	-1.3%	2.8	-9.9%
32	CC(OC(=O)Cc1c[nH]c2ccccc12)C(=O)NC1(C#N)CCCCC1 (stereo not given)	3.1%	2.9%	-0.1%	2.9%	16.2%	-3.0%	-1.6%	3.1%	16.8%	-1.8	0.0%
33	CC1CN(C(=O)c2ccn(C)n2)CC(C)O1 (stereo not given)	15.7%	8.3%	-2.2%	0.3%	-19.0%	1.1%	-2.9%	-1.0%	1.4%	0.9	1.0%
34	O=C(NCCCN1CCCCC1)c1ccc2c(=O)n(CCc3ccccc3)c(=O)[nH]c2c1	12.0%	12.6%	0.6%	-3.2%	-0.7%	-4.7%	-35.4%	0.9%	4.6%	-0.7	-4.9%
